Screens as filed in PubChem BioAssay.
Abeta yeast res = compounds reversing amyloid beta toxicity in yeast. Potency, µM (series often up to 46.1 µM), for inactives: at the top dose growth rescue, most hits filed as activators. actives 0.063% (n = 410,000). yeast expressing A-beta42, growth rescue, OD600, 48 h; response scale: 0% DMSO, 100% iron-clioquinol control. AID 1347071; further: potency means the concentration at half of the fitted maximal effect; nearly all actives have a fitted effect of over 55% in size
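Yeast A-beta toxicity model in growth medium with pinned compounds, 48 h at 30 C; growth read as absorbance at 600 nm. Normalized to FeCl3/clioquinol equimolar mix (positive) and DMSO (negative).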
GLP1R inv ag = GLP-1 receptor (human) inverse agonism. Potency, µM (series often up to 38.3 µM), inactives show at the top dose activity change, negative = inhibition, most hits filed as inhibitors. actives 1.6% (n = 410,000). AID 624417. HEK293 GLP-1R CRE-luciferase, luminescence, 24 h; GLP-1R form is constitutively active; further: potency means the concentration at half of the fitted maximal effect; on the % scale 0 is the no-effect control and ±100 the full control effect; nearly all actives have a fitted effect of over 55% in size
Target sequence (P43220 whole entry, looked up): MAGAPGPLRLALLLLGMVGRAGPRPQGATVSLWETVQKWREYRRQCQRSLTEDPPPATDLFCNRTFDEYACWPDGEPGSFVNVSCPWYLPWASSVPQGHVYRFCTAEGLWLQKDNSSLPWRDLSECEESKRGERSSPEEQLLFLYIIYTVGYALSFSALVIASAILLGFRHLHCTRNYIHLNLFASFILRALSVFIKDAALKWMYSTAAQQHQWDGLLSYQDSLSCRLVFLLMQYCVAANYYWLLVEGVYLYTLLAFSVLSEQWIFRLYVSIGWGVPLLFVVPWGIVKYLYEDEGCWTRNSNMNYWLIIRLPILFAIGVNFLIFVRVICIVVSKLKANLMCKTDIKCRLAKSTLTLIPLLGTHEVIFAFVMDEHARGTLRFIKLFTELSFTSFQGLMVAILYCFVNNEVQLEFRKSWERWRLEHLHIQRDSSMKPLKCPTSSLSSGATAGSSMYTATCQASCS
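Cells are plated, allowed 12 hours at 37 deg C, then treated with compounds for 24 hr before luciferase detection reagent is added and luminescence is read after 12 min at room temperature. The HEK293 line carries constitutively active GLP-1R with a cAMP-responsive reporter.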
HEK293 tox = cytotoxicity counter-screen for GLP-1 receptor inverse agonists; HEK293 cAMP-luciferase reporter cells, luminescence, 24 h; Potency, µM (series often up to 38.3 µM), inactives show at the top dose activity change, negative = inhibition, usual class: inhibitors; actives 0.13% (n = 410,000); AID 624418;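 further: loss of luciferase light is scored as toxicity; potency means the concentration at half of the fitted maximal effect; on the % scale 0 is the no-effect control and ±100 the full control effect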
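Luminescence readout: signal drop marks cytotoxicity. Plated cells grew 12 h at 37 °C, 5% CO2, received 23 nL compound for 24 h, then got luciferase reagent, read after 12 min at RT.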
pAkt inh = blocks phosphorylation of Akt; Neuro2A IGF-stimulated pAkt S473 HTRF, 20 min; active compounds read low; activity change, % for hits at 50 µM; actives 0.32% (n = 360,000); AID 651550; in the data active means activity change below about -80%; inconclusive means mostly about -51% to -80%; further: on the % scale 0 is the no-effect control and ±100 the full control effect
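Neuro2A cells in DMEM with 0.5% FBS, overnight at 37 deg C, given compound at single 50 µM final, then IGF (6 nM final) for 20 min at 37 deg C. Lysed; phospho-Akt Ser473 by HTRF after 24 h, 665/615 ratio.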
PTHR1 ag = PTHR1 (human) receptor agonism | HEK293 GP2 PTHR1 cells, GloSensor cAMP luminescence, 1 h | Potency, µM (series often up to 115 µM), inactives show at the highest dose activation, actives largely listed as activators | actives 0.075% (n = 410,000) | AID 743266 | Q03431; further: potency means the concentration at half of the fitted maximal effect; nearly all actives have a fitted effect of over 55% in size; some results filed as inactive show a strong effect at the top dose; inactives centre near -15; many of its hits are not listed in these tables
Target sequence (Q03431 whole entry, looked up): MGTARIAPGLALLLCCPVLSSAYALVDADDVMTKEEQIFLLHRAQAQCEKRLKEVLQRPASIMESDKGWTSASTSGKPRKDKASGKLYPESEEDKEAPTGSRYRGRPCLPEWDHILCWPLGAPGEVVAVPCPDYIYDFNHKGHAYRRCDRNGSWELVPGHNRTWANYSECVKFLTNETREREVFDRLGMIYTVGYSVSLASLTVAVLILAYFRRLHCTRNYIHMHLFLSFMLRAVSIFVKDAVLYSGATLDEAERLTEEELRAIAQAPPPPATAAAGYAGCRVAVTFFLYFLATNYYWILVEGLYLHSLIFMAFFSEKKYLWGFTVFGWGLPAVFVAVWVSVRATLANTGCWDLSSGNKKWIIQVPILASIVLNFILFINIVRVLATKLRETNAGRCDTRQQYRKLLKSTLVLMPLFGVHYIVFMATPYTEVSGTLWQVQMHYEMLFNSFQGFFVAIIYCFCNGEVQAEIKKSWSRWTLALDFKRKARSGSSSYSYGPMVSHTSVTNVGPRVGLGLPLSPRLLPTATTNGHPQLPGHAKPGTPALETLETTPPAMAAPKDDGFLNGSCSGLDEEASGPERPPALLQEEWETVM
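HEK-293-derived GP2 cells expressing PTHR1 and a GloSensor cAMP reporter, 3,000/well, plated overnight, given luciferin plus IBMX (each 0.5 mM as added) for 1 h at 37 °C, then compound for 1 h at 37 °C. Luminescence was read after 15 min at room temperature.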
FUS yeast rescue = rescues growth of FUS-expressing yeast; S. cerevisiae FUS-expressing, growth rescue, OD600, 24 h; Potency, µM (doses to about 76.6 µM), without a hit: top-dose growth rescue (activation), hits mostly activators; actives 0.24% (n = 390,000); AID 1347120;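 further: potency means the concentration at half of the fitted maximal effect; plate controls were DMSO vehicle for no effect and reference control for full effect; nearly all actives have a fitted effect of over 55% in size; some results filed as inactive show a strong effect at the top dose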
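Read-out: OD at 600 nm after 24hr at 30C, reporting rescue of FUS-induced yeast toxicity. Cells at OD 0.005 in galactose (2%) minimal medium; compounds tested in a dilution series; CP55940 titration from 92uM final as control.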
TDP-43 yeast inh = inhibitors of TDP-43 toxicity in yeast; TDP-43 expressing yeast growth rescue, BacTiter-Glo, 24 h; Potency, µM (series often up to 46.1 µM), without a hit: at the top dose growth rescue (activation), usual class: activators; actives 1.8% (n = 410,000); AID 652104; further: potency means the concentration at half of the fitted maximal effect; % of control where 0% means no effect; nearly all actives have a fitted effect of over 50% in size
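Growth rescue of TDP-43-toxic yeast measured as ATP luminescence (BacTiter-Glo). Cells grown to mid-log in raffinose, induced in galactose at OD600=0.02, exposed to compound 24 hr at 30 deg C.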
Mm-Cpn inhibitor = inhibitors of Methanococcus maripaludis chaperonin (MmCpn). Potency, µM (highest dose often 76.9 µM), for inactives: at the highest dose activity, negative = inhibition, hits mostly inhibitors. actives 0.031% (n = 330,000). AID 504842. purified Mm-Cpn ATPase, ADP Transcreener TR-FRET; further: potency means the concentration at half of the fitted maximal effect; on the % scale 0 is the no-effect control and ±100 the full control effect; nearly all actives have a fitted effect of over 80% in size
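Purified archaeal Mm-CPN (25nM final) preincubated 10 min at 37degC with compound, then 10uM ATP for 30 min at 37degC; ADP measured by HTRF Transcreener TR-FRET; buffer 30 mM TRIS pH 7.4, 100mM KCl, 5mM MgCl2, 1mM DTT.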
aSyn rescue = rescues yeast growth from alpha-synuclein toxicity. Yeast expressing alpha-synuclein, growth rescue, BacTiter-Glo, 24 h. actives 0.14% (n = 370,000). Potency, µM (doses to about 46.1 µM), for inactives: at the highest dose growth rescue (activation), most hits filed as activators. AID 652106; further: potency means the concentration at half of the fitted maximal effect; % of control where 0% means no effect; nearly all actives have a fitted effect of over 65% in size
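Rescue of yeast growth: cells expressing toxic alpha-synuclein, induced in galactose at OD600 0.02, incubated with compound 24 h at 30 C. ATP luminescence quantified growth; inhibitors of toxicity appear as activators.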
* hit, by the source's call; i = inactive; ? = inconclusive; nt = not tested or not shown; [ ] = dose if it differs, or a comment. Unless noted, the call rests on the fitted dose curve; in most records, active means well fitted curve in the direction sought with a large enough effect; inconclusive means small, poorly fitted or top-dose-only effect, or another doubt; inactive means no such curve, though single readings can be large; an effect the other way counts as inactive or inconclusive. Not all compounds are listed; count on the stated rates, not on these rows.

SMILES	Abeta yeast res	GLP1R inv ag	HEK293 tox	pAkt inh	PTHR1 ag	FUS yeast rescue	TDP-43 yeast inh	Mm-Cpn inhibitor	aSyn rescue
COc1ccc(NC(=O)/C=C\C(=O)N(c2ccc(C(C)C)cc2)C(C(=O)NCc2ccco2)c2ccc(C)cc2)cc1 (stereo unspecified)	22%	10µM*	-19%	nt	-10%	4.5µM*	20%	nt	nt
O=C(CN1CCOCC1)NCc1ccccc1Cl	-7%	4%	-2%	i	-61%[inhibitor]	8%	-26%	1%	-8%
COc1ccc(/C=C/C(=O)OCC(=O)Nc2c(C)cccc2C)cc1	6%	2%	20%	i	?	8%	4%	1%	-4%
CC(C)OC(=O)N(C)c1ccc(C(O)(C(F)(F)F)C(F)(F)F)cc1	5%	-23%	4%	i	-31%[inhibitor]	18%	-13%	-4%	-9%
Cc1cccc(C)c1NC(=S)N(C)CCc1ccccn1	6%	7%	7%	i	i	0%	4%	0%	0%
CCc1nc2c(OCCn3cccc3)cccn2c1N(C)C(=O)c1ccc(C)cc1	-18%	1%	1%	i	-15%	11%	1%	nt	-4%
CCOC(=O)C1CCN(C(c2cc3ccc(C)cc3[nH]c2=O)c2nnnn2C2CCCCC2)CC1 (stereo unspecified)	-3%	-8%	-16%	nt	-1%[57.5 µM]	31%	-20%	-1%	-4%
O=C(O)COc1ccccc1/C=N/NC(=O)c1cccc(S(=O)(=O)N2CCOCC2)c1	-17%	-2%	8%	i	i	3%	-1%	0%	2%
C=Cc1cc2c(cc1O)CCC1C2CCC2(C)C(O)CCC12 (stereo unspecified)	-10%	-18%	13%	i	i	nt	?	nt	25%
CN1CCN(S(=O)(=O)c2cccc(C(=O)NCc3ccc(Cl)cc3)c2)CC1	-14%	3%	-1%	i	i	1%	-5%	0%	-4%
Cc1ccc2c(c1)N(CC(=O)Nc1ccccc1F)C(=O)C(C)O2 (stereo unspecified)	2%	-18%	18%	i	-13%	7%	nt	nt	1%
CC(CO)NS(=O)(=O)c1cccc(Cl)c1F (stereo unspecified)	4%	12%	0%	i	-12%	-24%	0%	nt	-12%
COc1ccccc1N1CCN(CC(=O)Nc2ccc(S(=O)(=O)N3CCCCCC3)cc2)CC1	5%	?	4%	i	-22%	28%	6%	-5%	4%
COc1ccc(NC(=O)c2ccc3c(c2)OCO3)cc1	-1%	?	-22%	i	-39%[inhibitor]	-16%	-14%	0%	-4%
CCCN(CCC)C(=O)CCS(=O)(=O)c1cccc2nsnc12	-2%	7%	11%	i	i	1%	1%	0%	8%
O=C(COc1ccccc1)N=C1SC2CS(=O)(=O)CC2N1c1cccc(F)c1 (stereo unspecified)	-5%	-20%	-4%	i	-36%	3%	3%	-1%	8%
Cc1ccccc1CNC(=O)c1ccccc1N	14%	-12%	-9%	i	-1%[57.5 µM]	21%	4%	-13%	-8%
O=C(CC1CCCCC1)NCc1ccc(F)cc1	0%	-4%	0%	i	6%	-14%	-6%	0%	-4%
CCC(CO)Oc1cc(NCc2cccc(F)c2)c2ncn(C(C)C)c2c1 (stereo unspecified)	-3%	8%	0%	i	-22%	24%	0%	-2%	0%
Cc1ccc(NC(=O)c2cnccn2)cc1	-11%	0%	5%	i	-15%	-10%	14%	2%	-8%
Cc1cccnc1NC(=O)c1ccc(Cl)c(S(=O)(=O)N2CCCCC2)c1	-11%	-16%	-4%	i	-28%	13%	-22%	1%	-8%
COc1ccc(NC(=O)CSc2nnc(-c3ccccc3C)n2C)cc1	5%	0%	3%	i	i	16%	23%	1%	2%
COc1cc(C(=O)OCCCN(C)C)cc(OC)c1OC	6%	6%	-2%	i	i	-15%	4%	1%	-5%
COc1ccc(C)cc1NC(=O)C(c1ccccc1)N1CCN(CC(=O)NC2CC2)CC1 (stereo unspecified)	6%	-24%	3%	i	-2%	12%	-13%	-5%	-2%
Cc1cnc(NC(=O)C(C)N2C(=O)C3CC=CCC3C2=O)s1 (stereo unspecified)	-21%	-5%	-13%	i	i	-3%	5%	1%	-8%
CCOC(=O)C1=C(Nc2ccc(Cl)cc2)OCC1=O	8%	8%	-1%	i	i	5%	11µM*	-10%	-1%
Cc1occc1C(=O)N/N=C/C(Br)=C/c1ccccc1	-11%	7%	-5%	i	-39%[inhibitor]	23%	14µM*	-5%	-14%
CCCC(=O)Nc1ccc2c(c1)nc(CN1CCCC1)n2C	-17%	10%	-7%	i	i	-22%	13%	-1%	0%
O=C(CCCc1nc2ccccc2s1)N1CCN(c2ccccc2F)CC1	4%	?	0%	i	-38%[inhibitor]	?	0%	1%	0%
Cc1cc(C(=O)COC(=O)COc2ccccc2C#N)c(C)n1CC1CCCO1 (stereo unspecified)	-9%	10%	5%	i	i	-2%	8%	0%	-3%
COC(=O)c1nccc2c1[nH]c1ccccc12	-17%	12%	-10%	i	-21%	-5%	10%	-1%	?
Cc1ccc(NC(=O)CSc2nc3ccc(NC(=O)CCc4ccccc4)cc3s2)c(C)c1	-13%	16%	5%	nt	i	1%	5%	nt	nt
Cn1c(=O)n(Cc2ccccc2)c(=O)c2c1nc1n2CCN1c1ccccc1	-15%	-17%	?	nt	1%	-15%	7%	nt	nt
Cc1ccc2oc(=O)c(-c3nc(-c4cccs4)no3)cc2c1	-4%	10%	12%	nt	i	-19%	-2%	nt	nt
O=C(OCc1c(-c2ccccc2)ncc2ccccc12)N1CCOCC1	-16%	37%	-24%	i	-52%[inhibitor]	-1%	29%	0%	-11%
C=CCn1c(N)c(C(=O)Nc2cccc(C)c2)c2nc3ccccc3nc21	7%	-15%	13%	i	-19%[57.5 µM]	48%	25µM*	-4%	8%
CCOc1ccccc1CN1CCCC(C(=O)Nc2cccc(-n3cccn3)c2)C1 (stereo unspecified)	-8%	?	?	i	-32%	10%	-10%	2%	-2%
CCN(CC)C(=O)CN1C(=O)COCC1=O	3%	-1%	15%	i	19%	4%	-22%	2%	-12%
CC(c1ccccc1)N1C(=O)NC(NC(=O)c2cccnc2)(C(F)(F)F)C1=O (stereo unspecified)	21%	-12%	-2%	i	-14%[57.5 µM]	-2%	20%	0%	0%
CCOC(=O)c1cc(-c2ccccc2)nn1-c1ccccn1	-7%	25%	4%	i	i	14%	15%	2%	4%

Quoted at random: 2 compounds from above.
SMILES	Abeta yeast res	GLP1R inv ag	HEK293 tox	pAkt inh	PTHR1 ag	FUS yeast rescue	TDP-43 yeast inh	Mm-Cpn inhibitor	aSyn rescue
Cc1cnc(NC(=O)C(C)N2C(=O)C3CC=CCC3C2=O)s1 (stereo unspecified)	-21%	-5%	-13%	i	i	-3%	5%	1%	-8%
Cc1ccc(NC(=O)CSc2nc3ccc(NC(=O)CCc4ccccc4)cc3s2)c(C)c1	-13%	16%	5%	nt	i	1%	5%	nt	nt

Next part.
SMILES	Abeta yeast res	GLP1R inv ag	HEK293 tox	pAkt inh	PTHR1 ag	FUS yeast rescue	TDP-43 yeast inh	Mm-Cpn inhibitor	aSyn rescue
Cc1c(Cl)ccc2c(C(=O)NCCN3CCCCC3)cc(-c3ccccn3)nc12	0%	3.5µM*	?	i	i	?	13%	-11%	2%
Cc1csc2ncc(C(=O)NC(C)c3ccccc3)c(=O)n12 (stereo unspecified)	-9%	40%[activator]	3%	i	-24%	0%	11%	-1%	6%
CC(=O)c1ccc(NC(c2ccc(F)cc2)c2nnc(-c3ccccc3)o2)cc1 (stereo unspecified)	-23%	2%	1%	nt	-18%	7%	1%	nt	nt
N=C(N)SCc1ncccc1O	9%	-9%	6%	i	1%	-37%	9%	0%	-5%
O=C1c2ccccc2C2=Nc3ccccc3SC(c3ccccc3F)C12 (stereo unspecified)	-41%	?	?	i	?	?	-20%	-14%	-12%
CCOC(=O)C1=C(c2ccccc2)Nc2c(c(=O)n(C)c(=O)n2C)C1c1ccc(O)c(OC)c1 (stereo unspecified)	?	0%	3%	i	i	22%	11%	1%	-6%
CCn1nnc(NC(=O)c2ccc(-c3ccccc3[N+](=O)[O-])o2)n1	-2%	38%[activator]	-9%	i	i	10%	-19%[0.397 µM]	-2%	3%
CN1CCN(c2ccc(NC(=O)c3ccc(Oc4ccccc4)cc3)cc2)CC1	-17%	?	-13%	i	-26%	16%	3%	0%	14%
O=C(CCn1c(=O)c2ccccc2n(Cc2ccc(Cl)cc2)c1=O)NCc1ccc2c(c1)OCO2	-9%	9%	2%	nt	-2%	9%	1%	nt	nt
C=CCn1c(SCC(=O)N(C)C2CCCCC2)nnc1C1CC1	10%	25%	-11%	i	i	19%	15%	-1%	0%
CCCc1cc(C(=O)Nc2cccc(Cl)c2C)no1	-7%	-5%	1%	i	-13%	-7%	?	1%	-2%
Cc1ccc(NS(=O)(=O)c2ccc(C(=O)NC3CCN(Cc4ccccc4)CC3)cc2)cc1	4%	?	?	i	i	nt	21%	-5%	3%
O=C(/C=C/c1cccc([N+](=O)[O-])c1)NCc1ccc2c(c1)OCO2	-7%	13%	-22%	i	-63%[inhibitor]	12%	9%	3%	-1%
Cc1ccc(Cc2c(-c3ccco3)nc3c(C)cc(Br)cn23)cc1	-59%[inhibitor]	?	1%	i	-81%[inhibitor]	31%	?	nt	14%
Cc1c(C2Nc3ccccc3C(=O)N2O)cnn1C (stereo unspecified)	13%	4%	4%	i	i	-1%	-17%	2%	0%
Cc1cccc(/C(N)=N/OC(=O)c2ccc(Cl)cc2Cl)c1	-37%	-26%	1%	i	-27%	15%	-87%[inhibitor]	-2%	-56%[inhibitor]
